Screening data: PubChem BioAssay, Sanford-Burnham Center for Chemical Genomics
mouse EphA4 binding: inhibitors of EphA4 binding to KYL peptide, primary screen, biochemical, colorimetric, mouse EphA4 (AID 689) | Ephrin type-A receptor 4 (Mus musculus) | EphA4-AP binding to KYL peptide, pNPP A405; higher % means a stronger effect | inhibition, % at 10 µM; hits with a dose series show IC50 in µM | 0.1% of 62,000 active; in the data active = a potency from the dose series; inactive = the rest, 99 in 100 with inhibition below about 22%
Active calls of the source: *.

| canonical_smiles | mouse EphA4 binding |
| --- | --- |
| O=c1c([N+](=O)[O-])c(Nc2ccc(Br)cc2)c2ccccc2n1-c1ccccc1 | -1% |
| O=C(CSc1nnc(-c2ccc(S(=O)(=O)N3CCCC3)cc2)o1)NCc1ccco1 | 11% |
| COCCN1C(=O)/C(=C\c2ccc(F)cc2)C(C(=O)OC)=C1C | -9% |
| Cc1cc(C)cc(NC(=O)c2snc3c(=O)[nH]cnc23)c1 | -17% |
| N#Cc1cc(-c2ccc(Cl)cc2)cnc1Sc1ccc(F)cc1 | -4% |
| Cn1cnnc1SCc1ccc(C(=O)O)cc1 | -14% |
| N#C/C(=C\c1cn(Cc2ccccc2C#N)c2ccccc12)C(=O)NCc1cccs1 | 0% |
| O=C1CCc2cc(S(=O)(=O)N3CCN(C(=O)c4ccco4)CC3)ccc2N1 | -5% |
| COc1ccc(Nc2nc(N)nc(COc3ccc(OC)cc3)n2)cc1 | -13% |
| COCCOC(=O)c1[nH]c2c(c1C)C(=O)C(C(=O)OC)C(C)C2 (stereo not given) | 0% |
| Cc1ccc(S(=O)(=O)N=C(Nc2ccccn2)c2ccccc2)cc1 | -4% |
| CCN1C(=O)C2(SC(NC(C)=O)=NN2C(C)=O)c2cc(C)ccc21 (stereo not given) | -5% |

Further records follow.
| canonical_smiles | mouse EphA4 binding |
| --- | --- |
| O=C(Cc1ccccc1)NNC(=O)Nc1cccc(Cl)c1 | 5% |
| COc1cccc(N(C(=O)CNC(=O)c2ccco2)C(C(=O)NC2CCCCC2)c2ccncc2)c1 (stereo not given) | -12% |
| Cn1c2c(c(=O)n(C)c1=O)C(c1ccc(Br)cc1)Nc1ccccc1O2 (stereo not given) | -10% |
| Cc1nn(Cc2ccccc2Cl)c2sc(C(=O)NCc3ccc4c(c3)OCO4)cc12 | 8% |
| Cc1ccsc1/C=N\NC(=O)c1ccc2c(c1)OCO2 | -3% |
| Cc1nn(Cc2c(Cl)cccc2Cl)c(C)c1NC(=O)c1cc(C(C)C)on1 | 4% |
| O=C1CC(c2ccccc2)CC(O)=C1C=NCCN1CCN(C(=O)Nc2ccccc2)CC1 (stereo not given) | -11% |
| CN(C)C(=O)Cn1cnc2c(cnn2-c2ccccc2Cl)c1=O | -2% |
| CC1=C(C(N)=O)C(c2cccnc2)n2nc(-c3cccc(Cl)c3)nc2N1 (stereo not given) | 3% |
| CC1=CCC2C(=O)N(c3cccc(C(=O)N(C)C4CCCCC4)c3)C(=O)C2C1 (stereo not given) | -5% |
| Cc1ccccc1CNC(=O)c1ccccc1N | -1% |
| Cc1sc2ncn(/N=C/C=C3\N(C)c4ccccc4C3(C)C)c(=O)c2c1C | -4% |

Reformatted: 4 of the compounds above.
COc1cccc(N(C(=O)CNC(=O)c2ccco2)C(C(=O)NC2CCCCC2)c2ccncc2)c1 (stereo not given)
  mouse EphA4 binding = -12%

Cn1c2c(c(=O)n(C)c1=O)C(c1ccc(Br)cc1)Nc1ccccc1O2 (stereo not given)
  mouse EphA4 binding = -10%

Cc1nn(Cc2ccccc2Cl)c2sc(C(=O)NCc3ccc4c(c3)OCO4)cc12
  mouse EphA4 binding = 8%

Cc1ccsc1/C=N\NC(=O)c1ccc2c(c1)OCO2
  mouse EphA4 binding = -3%

Continuation.
| canonical_smiles | mouse EphA4 binding |
| --- | --- |
| Cc1ccc(OCC(=O)N2CCN(C(=O)Cc3ccccc3)CC2)cc1 | -14% |
| CCCCC(CC)C(=O)NCc1ccccc1OC (stereo not given) | -19% |
| Cc1ccc(C(O)(CNCc2ccccc2)c2ccc(Br)cc2)cc1 (stereo not given) | -7% |
| O=C(COc1ccc2ccccc2c1)NC1C2CC3CC(C2)CC1C3 (stereo not given) | 1% |
| O=S(=O)(c1ccc(F)cc1)n1ccc(-c2cccc(OCc3c(F)cccc3Cl)c2)n1 | 12% |
| COc1ccc(CC(=O)c2ccccc2C(=O)O)cc1 | 3% |
| COC(=O)c1sc(NC(=O)CSc2nnnn2-c2ccc(C)cc2C)nc1C | -1% |
| Cc1nn(-c2ccccc2)c(Cl)c1C(=O)Nc1ccccc1 | 8% |
| Cn1c(/C(C#N)=C(\O)c2ccc(S(=O)(=O)N3CCCCC3)cc2)nc2ccccc21 | -6% |
| CC(C)NC1CS(=O)(=O)CC1O (stereo not given) | -2% |
| COc1ccc(OC)c(/C(O)=C/C(=O)C(=O)Nc2ccccc2OC)c1 | -8% |
| CCOc1c2ccc(C(=O)NCc3ccco3)cc2nn1CCOC | -17% |

3 compounds from above, arranged by molar mass, rising.
| canonical_smiles | mouse EphA4 binding |
| --- | --- |
| Cc1ccc(OCC(=O)N2CCN(C(=O)Cc3ccccc3)CC2)cc1 | -14% |
| COC(=O)c1sc(NC(=O)CSc2nnnn2-c2ccc(C)cc2C)nc1C | -1% |
| O=S(=O)(c1ccc(F)cc1)n1ccc(-c2cccc(OCc3c(F)cccc3Cl)c2)n1 | 12% |

Some of these compounds in order of the mouse EphA4 binding value, falling:
| canonical_smiles | mouse EphA4 binding |
| --- | --- |
| COc1ccc(CC(=O)c2ccccc2C(=O)O)cc1 | 3% |
| COC(=O)c1sc(NC(=O)CSc2nnnn2-c2ccc(C)cc2C)nc1C | -1% |
| CC(C)NC1CS(=O)(=O)CC1O (stereo not given) | -2% |
| COc1ccc(OC)c(/C(O)=C/C(=O)C(=O)Nc2ccccc2OC)c1 | -8% |

(more compounds)
| canonical_smiles | mouse EphA4 binding |
| --- | --- |
| Cn1c(=O)c2c(nc(N3CCCCCC3)n2CC(O)COc2ccc(Cl)cc2)n(C)c1=O (stereo not given) | -22% |
| Cc1cccc(-c2nnc(SCc3cc(=O)[nH]c4ccccc34)n2C)c1 | -16% |
| CS(=O)(=O)c1ccc2nc(NC(=O)c3ccccc3Cl)sc2c1 | -20% |
| COc1cccc(/C(O)=C2/C(=O)C(=O)N(Cc3cccnc3)C2c2ccco2)c1 (stereo not given) | -2% |
| CCOC(=O)N1CCN(C(=O)c2ccc(CN(c3ccc(C)c(C)c3)S(C)(=O)=O)cc2)CC1 | -4% |
| C/C(=N\NC(=O)c1cc(C2CC2)nc2ccccc12)c1ccc(C)s1 | -9% |
| CSc1nc2ccccc2n1CC(=O)N1CCCCC1 | -31% |
| Cc1ccc(-c2csc3ncnc(SCC(=O)c4ccc5c(c4)OCCO5)c23)cc1 | 0% |
| CC(=O)Nc1nonc1NC(=O)CSc1nc2ccccc2o1 | -2% |
| O=C(c1cc2sccc2n1Cc1ccccc1)N1CCN(c2nc3ccccc3s2)CC1 | -5% |
| CCCCCC(=O)Nc1nnn(CCC)n1 | -2% |
| CCCn1c(=O)c2ccccc2n2c(SCCOc3ccc(C)cc3)nnc12 | -1% |
| O=C1c2cccc3cccc(c23)C(=O)N1c1nncs1 | -6% |
| CCOC(=O)C1=C(N)N2C(=O)C(C)SC2=C(C(=O)OC)C1c1cccc(OC)c1 (stereo not given) | 1% |
| COC(=O)C1=C(C)N(c2ccc(S(N)(=O)=O)cc2)C(=O)C1 | 3% |

Individual results from the entries so far.
mouse EphA4 binding, O=C1c2cccc3cccc(c23)C(=O)N1c1nncs1 stands at -6%
mouse EphA4 binding, C/C(=N\NC(=O)c1cc(C2CC2)nc2ccccc12)c1ccc(C)s1 stands at -9%
mouse EphA4 binding, CCOC(=O)N1CCN(C(=O)c2ccc(CN(c3ccc(C)c(C)c3)S(C)(=O)=O)cc2)CC1 stands at -4%

Not all compounds are listed. The share of hits here may be higher or lower than overall.
